# Assay outcomes: PubChem, several laboratories
# MrgX1 ag: agonists of human MrgX1 receptor | MrgX1-HEK293 cells, Fluo-4 calcium fluorescence, agonist mode; stronger effect = higher value | B-score at 10 µM | 0.44% of 310,000 active;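 active = calcium response B-score plate-corrected fluorescence ratio at least 3 library SD, with starting fluorescence B-score inside 5 SD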
# Target sequence (Q96LB2 whole entry, looked up): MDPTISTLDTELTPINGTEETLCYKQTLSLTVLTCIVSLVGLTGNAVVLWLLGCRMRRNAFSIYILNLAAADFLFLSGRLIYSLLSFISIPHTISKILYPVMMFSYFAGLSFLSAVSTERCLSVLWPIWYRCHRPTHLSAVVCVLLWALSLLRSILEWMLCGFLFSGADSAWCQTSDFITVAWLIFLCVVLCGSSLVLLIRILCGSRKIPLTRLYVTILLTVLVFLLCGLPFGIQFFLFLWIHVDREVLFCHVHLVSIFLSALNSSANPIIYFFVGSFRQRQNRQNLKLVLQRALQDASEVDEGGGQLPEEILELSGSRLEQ
#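 System – MrgX1-expressing HEK293 cells · Incubation – cells plated overnight, dye loaded 0.5 h 37 °C, 0.5 h room temperature · Technique – kinetic Fluo-4 NW fluorescence of intracellular calcium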
# MrgX1 PAM: allosterically activates human MrgX1 receptor signaling. B-score at 10 µM. MrgX1-HEK293, Fluo-4 calcium flux, FDSS; stronger effect = higher value. 0.63% of 310,000 active;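 active = plate-corrected calcium response at least 3 library SD above typical, normal starting fluorescence, not activating the receptor alone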;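 note: compound read alongside a low EC10 to EC30 dose of BAM8-22 agonist; peak minus trough fluorescence over baseline measured at the second addition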
# SKKanGAS inh: inhibitors of SKKanGAS S. pyogenes growth in kanamycin (SK-promoter or general growth effect). BacTiter-Glo, 6 h. inhibition, % at 7.5 µM. 1.3% of 300,000 active;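 active = mean replicate score, as percent of positive control median, at least 50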;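 note: strain carries kanamycin resistance gene driven by streptokinase promoter and grows in 40 µg/ml kanamycin; loss of luminescence reflects streptokinase promoter inhibition or plain growth inhibition; 0% = median of DMSO wells and 100% = positive control at its reference dose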
# TRPC6 act: activators of mouse TRPC6 channel | Q61143 | HEK293-TRPC6 membrane potential dye fluorescence; stronger effect = higher value | B-score at 10 µM | 0.13% of 310,000 active | AID 2550;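 active = B-score of the integrated fluorescence ratio above library mean plus 3 SD, and starting fluorescence ratio within library mean plus 5 SD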;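 note: higher score means more depolarization so channel activation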
# RGS4 pot: RGS4 potentiation or activation; HEK293 M3R/inducible RGS4, carbachol calcium flux Fluo4; stronger effect = lower value; B-score at 10 µM; 0.92% of 310,000 active; AID 463111;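 active = B-score of the integrated calcium signal more than 4 SD below the library mean, with starting fluorescence not abnormally high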;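 note: negative B-score means reduced calcium response which marks RGS4 activation or potentiation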
#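 test system = M3R-expressing HEK293 line, RGS4 induced by doxycycline | probe or stimulus = carbachol at ECmax as muscarinic agonist stimulus | timing = dye loading 30 min 37 °C, buffer rest 30 min RT | signal = calcium dye Fluo4 fluorescence | evaluation = B score from integrated fluorescence ratio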
# RGS4 inh: human RGS4 inhibition | 0.45% of 310,000 active | AID 463165 | HEK293 M3R/RGS4 inducible, Fluo-4 calcium flux; stronger effect = higher value; triggered by carbachol at its EC20 | P49798 | B-score at 10 µM;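 active = B-score, a plate-corrected calcium signal, over three deviations above library mean, with baseline fluorescence within five deviations of library mean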;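 note: RGS4 expression induced by doxycycline in cells with stable M3 receptor; B-score is computed from the integrated fluorescence ratio over baseline after carbachol; higher B-score means a larger calcium signal and so more RGS4 inhibition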
# Target sequence (P49798 whole entry, looked up): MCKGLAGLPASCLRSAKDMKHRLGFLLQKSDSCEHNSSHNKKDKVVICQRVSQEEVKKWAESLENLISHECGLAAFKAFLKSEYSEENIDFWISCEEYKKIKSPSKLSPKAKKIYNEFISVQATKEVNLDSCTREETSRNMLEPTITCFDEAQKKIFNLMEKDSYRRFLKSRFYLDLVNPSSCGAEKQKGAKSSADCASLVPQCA
# ANO1 block: blocks the mouse calcium-activated chloride channel TMEM16A; normalized B-score (activity score, 25-100; higher = stronger inhibition) at 10 µM; AID 588511; 1.2% of 310,000 active; Q8BHY3; HEK293 TMEM16A/YFP iodide influx fluorescence, ionomycin;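 active = ratio plate-corrected score three or more library SD toward inhibition, starting fluorescence score within five deviations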;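 note: score derived from kinetic fluorescence span divided by baseline fluorescence per well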
# HDAC3 inhib: blocks human histone deacetylase 3; recombinant HDAC3, fluorogenic peptide/trypsin coupled, fluorescence; inhibition, % at 8.3 µM; 0.15% of 320,000 active; in the data active = inhibition above about 26%, passing the limit was not always enough
# Target sequence (O15379 whole entry, looked up): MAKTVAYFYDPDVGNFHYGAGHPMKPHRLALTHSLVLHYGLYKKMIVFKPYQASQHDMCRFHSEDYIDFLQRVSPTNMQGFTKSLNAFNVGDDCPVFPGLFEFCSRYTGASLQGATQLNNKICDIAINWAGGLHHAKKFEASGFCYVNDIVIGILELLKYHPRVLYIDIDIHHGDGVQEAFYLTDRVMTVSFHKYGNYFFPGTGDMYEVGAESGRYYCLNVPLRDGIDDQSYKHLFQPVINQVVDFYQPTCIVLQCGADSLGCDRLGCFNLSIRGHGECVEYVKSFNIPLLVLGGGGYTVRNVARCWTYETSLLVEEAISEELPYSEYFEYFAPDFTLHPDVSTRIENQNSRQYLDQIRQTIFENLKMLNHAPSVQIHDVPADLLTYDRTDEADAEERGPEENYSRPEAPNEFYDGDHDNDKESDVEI
# ANO1 activ: mouse TMEM16A channel activation, primary screen; HEK293 TMEM16A/YFP-H148Q/I152L, iodide quench fluorescence; stronger effect = lower value; B-score at 10 µM; 0.3% of 340,000 active;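 active = fluorescence-ratio B-score plate-corrected deviation score at least 3 library SD below zero, with starting fluorescence score within 5 deviations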;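 note: channel opened by trigger with iodide after compound preincubation; score built on the fluorescence ratio of max minus min over baseline; more negative score means more quench and so TMEM16A activation or potentiation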
# TRPC6 inhibitor: inhibitors of mouse TRPC6 channel. HEK293-TRPC6, membrane potential dye, ACh-evoked depolarization; stronger effect = lower value. B-score at 10 µM. 1.1% of 310,000 active. AID 2553;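 active = B-score under library mean minus 3 SD, initial fluorescence not abnormally high, positive integrated signal ratio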;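 note: B-score derived from integrated fluorescence ratio over the kinetic read; more negative B-score means stronger inhibition of depolarization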
# MrgX1 antag: blocks BAM8-22 activation of human MrgX1 receptor; B-score at 10 µM; AID 588676; 1.3% of 310,000 active; Q96LB2; MRGX1-HEK293 calcium flux, Fluo-4, BAM8-22 antagonism; stronger effect = lower value;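 active = calcium-response B-score plate-corrected more than 3 library SD below zero, starting fluorescence within 5 deviations, no agonist response on first addition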;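 note: peak minus trough fluorescence over baseline after final BAM8-22 challenge near maximal dose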
# Active calls of the source: *; i = inactive; . = not tested or not shown.
SMILES,MrgX1 ag,MrgX1 PAM,SKKanGAS inh,TRPC6 act,RGS4 pot,RGS4 inh,ANO1 block,HDAC3 inhib,ANO1 activ,TRPC6 inhibitor,MrgX1 antag
COC(=O)c1sccc1NC(=O)C1CC1,i,i,-4,i,i,i,i,0,i,i,i
COCCn1c(SCC(=O)Nc2ccc(S(N)(=O)=O)cc2)nc2ccccc21,i,i,1,i,i,i,i,2,i,i,i
N#Cc1ccc(C23CC4(C2)[C@H](CN(CC2CCCCC2)[C@@H]4c2ccccc2)C3c2ccc(Cl)nc2)cc1 (stereo partly specified),i,i,4,i,i,i,i,4,i,i,i
CC(=O)c1c(N2CCCCC2)nc(=S)n(Cc2ccccc2)c1C,i,i,3,i,i,i,i,5,i,i,i
CO/N=C/C=C1/N(C)c2ccccc2C1(C)C,i,i,-1,i,i,i,i,6,i,i,i
O=C(/C=C/c1ccccc1)NC(=S)Nc1ccc(N2CCOCC2)c(Cl)c1,i,i,-8,i,i,i,i,0,i,i,i
CC(C)=CC(=O)Nc1nnc(-c2ccc(F)cc2)s1,i,i,3,i,i,i,i,-1,i,i,i
CCOc1ccc2[nH]c(C)c(CN3CCOCC3)c(=O)c2c1,i,i,-8,i,i,i,i,-9,i,i,i
Cc1ccc(C)c(CN2C(=O)c3ccccc3S(=O)(=O)c3ccc(C(=O)N4CCN(C)CC4)cc32)c1,i,i,7,i,i,i,i,2,i,i,i
O=c1oc2ccccc2c(Nc2ccccc2O)c1[N+](=O)[O-],i,i,1,i,i,i,i,-1,i,i,i
Cc1c(C(=O)OCC(=O)Nc2cccc(S(N)(=O)=O)c2)oc2c1ccc1ccccc12,i,i,66*,i,i,i,i,-5,i,i,i
Cn1cc([N+](=O)[O-])c(C(=O)NCc2ccco2)n1,i,i,-1,i,i,i,i,0,i,i,i
O=C1CN(C(=O)c2ccc(Br)o2)C(c2ccc(F)cc2)c2cc(F)ccc2N1 (stereo unspecified),i,i,2,i,i,i,i,-2,i,i,i
Cc1ccc(NC(=O)CN(C)Cc2ccc(Cl)cc2)cc1,i,i,-2,i,i,i,i,1,i,i,i
O=C(OCC1OC(n2ccc(=O)[nH]c2=O)C(O)C1OC(=O)c1ccccc1)c1ccccc1 (stereo unspecified),i,i,12,i,i,i,i,-3,i,i,i
O=C(Cc1ccc(F)cc1)c1ccc(O)cc1O,i,i,0,i,i,i,i,6,i,i,i
COc1ccc(S(=O)(=O)Nc2cc(C(=O)NC3CCCCCC3)ccc2N2CCOCC2)cc1,i,i,.,.,.,.,i,-4,i,.,i
COC(=O)c1cc(S(=O)(=O)Nc2cc(S(=O)(=O)N(C)C)ccc2C)oc1C,i,i,5,i,i,i,i,2,i,i,i
COc1ccc(N(C)S(=O)(=O)c2cccc(C(=O)NCc3ccc4c(c3)OCO4)c2)cc1,i,i,4,i,i,i,i,0,i,i,i
Cc1ccc(Cl)cc1NC(=O)Nc1c(C)n(C)n(-c2ccccc2)c1=O,i,i,-5,i,i,i,i,1,i,i,i
CCOCCCNC(=O)C(c1ccccc1)N(Cc1cccs1)C(=O)CNC(C)=O (stereo unspecified),i,i,4,i,i,i,i,1,i,i,i
O=C1Nc2ccc(Br)cc2/C1=C/c1ccc(C(=O)O)cc1,i,i,-2,i,i,8*,i,-1,.,i,i
Cc1ccc(-c2nc(CS(=O)(=O)CC(=O)N3CCOCC3)c(C)o2)cc1,i,i,-3,i,i,i,i,1,i,i,i
COc1nccnc1NS(=O)(=O)c1ccc(NC(=S)NC(=O)/C=C/c2ccccc2)cc1,i,i,11,i,i,i,i,5,i,i,i
COc1ccc(C(=O)COC(=O)c2ccccc2C(=O)N(C)c2ccccc2)c(OC)c1,i,i,-6,i,i,i,i,5,i,i,i
SMILES,MrgX1 ag,MrgX1 PAM,SKKanGAS inh,TRPC6 act,RGS4 pot,RGS4 inh,ANO1 block,HDAC3 inhib,ANO1 activ,TRPC6 inhibitor,MrgX1 antag
COc1ccc(CC(=O)NNS(=O)(=O)c2ccc3ccccc3c2)cc1OC,i,i,0,i,i,i,i,3,i,i,i
COc1cccc(C(=O)Nc2cc(C(=O)NCCc3ccccc3)ccc2Cl)c1,i,i,0,i,i,i,i,.,i,i,i
CCCN(CCC)S(=O)(=O)c1ccc2c(c1)CCCN2C(C)=O,i,i,-2,i,i,i,i,-2,i,i,i
CCOC(=O)C1CCN(C(=O)c2oc3ccc(S(=O)(=O)N4CCCCCC4)cc3c2C)CC1,i,i,-6,i,i,i,i,4,i,i,i
Cc1ccc2oc(C(=O)N(Cc3ccccc3)C3CCS(=O)(=O)C3)c(C)c2c1 (stereo unspecified),.,.,-1,i,i,i,.,.,i,i,.
Cc1ccc([C@@H]2CC=C(C(=O)O)[C@H](c3ccc(Cl)cc3)N2S(=O)(=O)c2ccc(C)cc2)cc1,i,i,.,.,.,.,25*,4,i,.,i
CCOC(=O)C(=NC1CCS(=O)(=O)C1)NNc1ccccc1Cl (stereo unspecified),i,i,1,i,i,i,i,5,i,i,i
CC(=O)NCCn1c(SCC(=O)NCCc2ccc(S(N)(=O)=O)cc2)nc2ccccc2c1=O,i,i,8,i,i,i,i,-6,i,i,i
CCc1c(C)nc(N2CCN(c3cccc(OC)c3)CC2)[nH]c1=O,i,i,1,i,i,i,i,6,i,i,i
CCOC(=O)[C@@H]1CCN(Cc2ccccc2)C[C@H]1c1ccccc1,i,i,-2,i,i,i,i,-9,i,i,i
CCOC(=O)C1CCCN(c2c(NCCN3CCCCC3CC)c(=O)c2=O)C1 (stereo unspecified),i,i,-1,i,i,i,i,6,i,i,i
CCCCN1C(=O)N(c2ccccc2Cl)C(C)(O)CC1(C)C (stereo unspecified),i,i,1,i,i,i,i,0,i,i,i
O=c1[nH]ncn2cccc12,i,i,-3,i,i,i,100*,6,i,i,i
CCOc1ccc(-n2c(SCC(N)=O)nnc2-c2ccco2)cc1,i,i,-7,i,i,i,i,-1,i,i,i
CC(C)C[C@H]1COCCS(=O)(=O)N1Cc1cccc(C(F)(F)F)c1,i,i,1,i,i,i,i,9,i,i,i
NC(=O)CSc1nnc2ccc(-c3ccco3)nn12,i,i,-6,i,i,i,i,0,i,i,i
CNCc1ccccc1Sc1ccc(OC)cc1,i,i,3,i,i,i,i,.,i,i,i
CC1CCN(c2nc(Cl)nc(Nc3ccc([N+](=O)[O-])cc3)n2)CC1,i,i,2,i,i,i,i,0,i,i,i
CCOc1ccc(/C=C2/C(=N)N3OC(C)=CC3=NC2=O)cc1OC,i,i,-16,i,i,i,i,-9,i,i,i
COCC(C)NCc1cccc([N+](=O)[O-])c1 (stereo unspecified),i,i,0,i,i,i,i,-1,i,i,i
Cc1ccc(NC(=O)[C@@H](C)NC(=O)[C@@H]2Cc3ccccc3CN2)cc1,i,i,-1,i,i,i,i,-8,i,i,i
Cn1c(=O)[nH]c(=O)c2c1nc(SCC(=O)Nc1ccccc1)n2Cc1ccccc1,i,i,-1,i,i,i,i,6,i,i,i
Cc1ccc2occ(/C=N/NC(=O)c3ccc(O)cc3)c(=O)c2c1,i,i,-10,i,i,i,i,82*,i,i,i
CCCCOCCCNC(=O)N[C@@H](CC(C)C)C(=O)O,i,i,-5,i,i,i,i,5,i,i,i
CCOc1ccccc1N1CCN(C(=O)c2cn(CC3CCCCC3)nn2)CC1,i,i,-3,i,i,i,i,6,i,i,i

# Printed as active in RGS4 inh, among the entries above:
SMILES	MrgX1 ag	TRPC6 act	RGS4 inh	HDAC3 inhib	ANO1 activ	MrgX1 antag
O=C1Nc2ccc(Br)cc2/C1=C/c1ccc(C(=O)O)cc1	i	i	8*	-1	.	i

# Next part:
SMILES,MrgX1 ag,MrgX1 PAM,SKKanGAS inh,TRPC6 act,RGS4 pot,RGS4 inh,ANO1 block,HDAC3 inhib,ANO1 activ,TRPC6 inhibitor,MrgX1 antag
COc1ccc(C(=O)N2CCN(c3cccc(Cl)c3)CC2)cc1,i,i,2,i,i,i,i,6,i,i,i
C/C(=N\NC(=O)CC#N)c1cc2ccc(O)cc2oc1=O,i,i,14,i,i,i,i,-119,i,i,i
Cc1ccc(S(=O)(=O)Nc2ccccc2C(=O)NCc2cccnc2)cc1,i,i,2,i,i,i,i,-9,i,i,i
O=C(C[n+]1ccc(/C=N/O)cc1)N(Cc1ccccc1)Cc1ccccc1,i,i,1,i,i,i,i,-4,i,i,i
Cc1ccc(SCc2nc3ccccc3n2CC(=O)Nc2ccccc2)cc1,i,i,1,i,i,i,i,5,i,i,i
Cc1nn(Cc2cccc(C(=O)Nc3ccn(Cc4c(F)c(F)cc(F)c4F)n3)c2)c(C)c1[N+](=O)[O-],i,i,18,i,i,i,i,4,i,i,i
Cc1nc2sc(C(c3ccccc3)N3CCOCC3)c(O)n2n1 (stereo unspecified),i,i,6,i,i,i,i,1,i,i,i
CCOC(=O)c1ccc(NC(=O)COC(=O)c2cccc(Oc3ccccc3)c2)cc1,i,i,34,i,i,i,i,9,i,i,i
O=c1cc(O)c2sc3nc(-c4ccccc4)cc(C(F)(F)F)c3c2[nH]1,i,i,28,i,i,i,i,-5,i,i,i
C[C@@H](C(=O)NC1CCN(Cc2ccccc2)CC1)N1C(=O)N2CCc3c([nH]c4ccccc34)[C@@]2(C)C1=O,i,i,1,i,i,i,i,-4,i,i,i
CCCN(CC1CC1)C(=O)COC(=O)c1ccc2c(c1)C(=O)N(c1ccc(OCC)cc1)C2=O,i,i,11,i,i,i,i,-1,i,i,i
CCOC(=O)c1c(NC(=O)Cn2nnc(-c3ccc(Cl)cc3)n2)sc(CC)c1C,i,i,.,.,.,.,i,1,i,.,i
CCN1C(=O)/C(=C2/Sc3ccc(OC)cc3N2C)SC1=Nc1cccc(O)c1,i,i,10,i,i,i,i,-4,i,i,i
O=C(NC(Cc1c[nH]c2ccccc12)C(=O)O)/C(=C/c1ccco1)NC(=O)c1ccccc1 (stereo unspecified),i,i,1,i,i,i,i,0,i,i,i
O=C(CN1CCN(S(=O)(=O)c2ccc(Br)cc2)CC1)N/N=C/c1cc([N+](=O)[O-])ccc1Cl,i,i,11,i,i,i,i,3,i,i,i

# In the list so far, these have a CF3 group.
SMILES,MrgX1 ag,MrgX1 PAM,SKKanGAS inh,TRPC6 act,RGS4 pot,RGS4 inh,ANO1 block,HDAC3 inhib,ANO1 activ,TRPC6 inhibitor,MrgX1 antag
CC(C)C[C@H]1COCCS(=O)(=O)N1Cc1cccc(C(F)(F)F)c1,i,i,1,i,i,i,i,9,i,i,i
O=c1cc(O)c2sc3nc(-c4ccccc4)cc(C(F)(F)F)c3c2[nH]1,i,i,28,i,i,i,i,-5,i,i,i
